# Bioassay records as filed in PubChem.
# OXTR agonist = human OXTR agonists, primary screen, fluorescence, CHO-OTR cells, Fluo-8 calcium. Oxytocin receptor (Homo sapiens), P30559. Fluo-8 calcium fluorescence; normalized: DMSO 0%, oxytocin 100%. activation, % at 3 µM. 320,000 compounds, 0.32% hits;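 active means activation above the mean of all tested compounds plus 3 SD, cutoff set per screening run, cut at about 20% in these data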;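 further: peak over basal fluorescence ratio from a 100 s FLIPR kinetic read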
# Target sequence (P30559 whole entry, looked up): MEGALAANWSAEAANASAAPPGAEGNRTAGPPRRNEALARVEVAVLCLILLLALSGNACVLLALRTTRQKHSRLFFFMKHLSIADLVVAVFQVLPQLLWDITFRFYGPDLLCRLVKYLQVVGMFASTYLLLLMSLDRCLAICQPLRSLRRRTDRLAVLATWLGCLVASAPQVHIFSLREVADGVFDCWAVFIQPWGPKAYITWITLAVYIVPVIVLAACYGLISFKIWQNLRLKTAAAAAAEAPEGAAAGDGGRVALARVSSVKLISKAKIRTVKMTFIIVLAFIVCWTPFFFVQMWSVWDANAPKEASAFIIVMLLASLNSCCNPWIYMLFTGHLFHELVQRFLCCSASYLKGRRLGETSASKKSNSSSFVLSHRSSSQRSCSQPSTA
# FID counter = compounds displacing fluorescent DNA intercalator, primary screen, artefact control for HCV NS3 helicase inhibitor project, biochemical, FID fluorescence; 290,000 compounds, 0.17% hits; AID 1845, 2009; DNA fluorescent intercalator displacement; inhibition, % at 7.9 µM; in the data active means inhibition above about 37%;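 further: 0% = vehicle and 100% = reference compound; higher means more ethidium bromide displaced from hairpin DNA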
# PfM18AAP inh = PfM18AAP inhibitors, malaria aminopeptidase, primary screen, biochemical, QFRET, recombinant enzyme; M18 aspartyl aminopeptidase (Plasmodium falciparum 3D7); H-Glu-NHMec fluorogenic cleavage; inhibition, % at 7.35 µM; 290,000 compounds, 1.2% hits;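 active means inhibition above the campaign mean inhibition over all tested compounds plus 3 SD, cut at about 28% in these data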;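 further: 0% = plate median of test compound wells and 100% = 2 mM ZnCl2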
# GPR7 antagonist = GPR7 receptor antagonists, primary screen, cell-based, fluorescence, single concentration | Neuropeptides B/W receptor type 1 (Homo sapiens), P48145 | GPR7-expressing cells, fluorescence antagonist assay | inhibition, % at 4.4 µM | 290,000 compounds, 1.1% hits | AID 1861, 2009; in the data active means inhibition above about 16%, passing the limit was not always enough;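 further: cells stimulated with the agonist NPW; 0% = agonist with vehicle and 100% = vehicle without agonist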
# NALP1 yeast inh = NALP1 inflammasome inhibitors in reconstituted yeast, colorimetric, S. cerevisiae, triplicate retest. S. cerevisiae NALP1/ASC/caspase-1 growth, X-gal OD620, 72 h. inhibition, % at 10 µM. 280,000 compounds, 0.61% hits; in the data active means inhibition mostly above about 24%, no sharp cut-off; inactive means mostly below about 32%; further: some compounds called inactive have numbers as strong as hits
# PHOSPHO1 inh = PubChem AID 1565; recombinant PHOSPHO1, absorbance phosphatase assay; inhibition, % at 13.3 µM; 290,000 compounds, 1.1% hits; in the data active means inhibition above about 60%
# Target sequence (Q8TCT1 whole entry, looked up): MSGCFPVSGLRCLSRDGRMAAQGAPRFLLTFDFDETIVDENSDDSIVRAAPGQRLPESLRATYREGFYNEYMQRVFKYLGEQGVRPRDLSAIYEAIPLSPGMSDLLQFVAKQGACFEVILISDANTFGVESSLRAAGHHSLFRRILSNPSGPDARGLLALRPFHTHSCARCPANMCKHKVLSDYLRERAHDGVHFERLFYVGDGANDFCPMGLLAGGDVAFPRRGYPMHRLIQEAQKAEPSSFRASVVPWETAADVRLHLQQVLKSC
# MEKK3 PB1 HTS = modulators of MEKK3-MEK5 PB1 binding, primary screen, biochemical, wildtype MEKK3, multiplex bead flow cytometry, Alexa488-MEK5 | Mitogen-activated protein kinase kinase kinase 3 (Homo sapiens), Q99759 | bead-based flow cytometry, Alexa488-MEK5 binding to MEKK3; actives lie on both sides; 0 = blocked by unlabeled MEK5, 100 = vehicle | binding response (% of control), % at 10 µM | 290,000 compounds, 1.4% hits | AID 1529, 2009;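 active means binding response more than 3 SD above or below the average of its plate-row segment, actives on both sides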;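 further: Alexa488 bead fluorescence after subtracting the streptavidin-only scavenger bead signal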
# MEKK2 mut-MEK5 = MEK5 binding signal on mutant MEKK2 PB1, primary screen, biochemical, multiplex bead flow cytometry, Alexa488-MEK5; Alexa488-MEK5 binding to MEKK2 mutant; percent response, % at 10 µM; 290,000 compounds, 0.35% hits; in the data active means percent response above about 24%, passing the limit was not always enough; further: inactives centre near 1; some results filed as inactive read as strong as hits; reference of the scale not given here
# MEKK2wt PB1 HTS = modulators of MEK5 binding to wildtype MEKK2, primary screen, biochemical, multiplex bead flow cytometry, Alexa488-MEK5. Mitogen-activated protein kinase kinase kinase 2 (Homo sapiens), Q9Y2U5. AID 1531, 2009. Alexa488-MEK5 binding to MEKK2 WT; actives lie on both sides. binding response (% of control), % at 10 µM. 290,000 compounds, 1.1% hits; in the data active means binding response below about 67% or above about 130%
# * marks the source's active call; other numbers are inactive results; i = inactive; nt = no result given.
1. CCCn1c(=O)c(C(=O)NCCc2ccc(OC)cc2)c(O)c2ccccc21
2. COC(=O)c1c(O)c2c([nH]c1=O)CCCC2
3. O=C(N/N=C/C1CC=CCC1)c1ccc(Cl)cc1O (configuration not stated)
4. O=C(C1CCN(S(=O)(=O)c2cccc3nsnc23)CC1)N1CCc2ccccc2C1
5. CC1CCCCN1C(=O)C(Cc1ccccc1)N1C(=O)C2CCCCC2C1=O (configuration not stated)
6. CCCNC(=O)Nc1ccsc1C(=O)OC
7. O=C(COc1ccc(Cl)cc1)Nc1cccc(-c2ccc3nncn3n2)c1
8. COc1ccc(CCNC(=O)c2ccc3ccccc3n2)cc1
9. Cc1cccc(NC(=S)Nn2cnnc2)c1C
10. N#CC1=C(N)Oc2cc(N)ccc2C1c1cccnc1 (configuration not stated)
assay / compound	1	2	3	4	5	6	7	8	9	10
OXTR agonist	nt	-0.4	9.0	2.7	3.1	-1.1	-2.5	-0.8	0.6	2.3
FID counter	-15	2	-8	-26	-26	0	-20	-32	0	-12
PfM18AAP inh	-11	1	12	0	2	1	4	0	72*	10
GPR7 antagonist	-33	12	5	7	8	-11	-8	-11	-13	-11
NALP1 yeast inh	12	0	14	36	16	17	4	12	21	22
PHOSPHO1 inh	34	3	-11	0	-2	37	-17	6	28	0
MEKK3 PB1 HTS	108	108	105	nt	106	97	101	102	122	100
MEKK2 mut-MEK5	10	5	21	nt	-1	-5	0	1	-5	-3
MEKK2wt PB1 HTS	111	110	107	nt	101	92	101	99	115	101

11. COCCCNC(=O)Cc1coc2ccc3ccccc3c12
12. CC(C)CC(=O)NCC(C)NC(=O)CC(C)C (configuration not stated)
13. Cc1ccc(S(=O)(=O)CC(=O)N2CCN(c3cccc(C(F)(F)F)c3)CC2)cc1
14. CCOC(=O)N1CCN(Cc2nc3cc(NC(=O)c4cccs4)ccc3n2C)CC1
15. Cc1cccc(N(C)Cc2nnc(-c3cccc(Br)c3)o2)c1
16. Cc1ccc(CNC(=O)CS(=O)Cc2nc(-c3ccccc3F)oc2C)cc1 (configuration not stated)
17. Cc1ccc(C(=O)Nc2cccc(N(C)S(C)(=O)=O)c2)cc1S(=O)(=O)Nc1ccccc1
18. Cc1ccc(S(=O)(=O)N(C)c2ccc(C(=O)N3CCc4ccccc4C3)cc2)cc1
19. N/C(=N\c1nc(CSc2ccc(Cl)cc2)cc(=O)[nH]1)Nc1cccc2ccccc12
20. COCCSc1ccccc1C(=O)Nc1nnc(COC)s1
assay / compound	11	12	13	14	15	16	17	18	19	20
OXTR agonist	0.4	-0.1	3.9	-0.4	-0.7	-0.5	-1.0	0.4	-1.1	0.6
FID counter	-12	1	-56	-33	-28	-59	-19	-35	-2	-4
PfM18AAP inh	0	13	3	-9	-12	5	2	3	4	-12
GPR7 antagonist	-13	-2	-13	8	17	-21	-4	-9	-3	5
NALP1 yeast inh	-1	-8	3	3	23	0	-2	6	5	19
PHOSPHO1 inh	7	7	17	8	33	44	12	38	-3	-3
MEKK3 PB1 HTS	102	98	103	113	104	106	90	99	nt	93
MEKK2 mut-MEK5	0	-1	3	17	0	4	-7	-3	nt	-8
MEKK2wt PB1 HTS	100	97	99	117	104	109	92	96	nt	93

21. COc1cc(/C=N/NC(=O)C(Cc2c[nH]c3ccccc23)NC(=O)OCC(C)C)cc([N+](=O)[O-])c1OCc1ccccc1 (configuration not stated)
22. Cc1cccc2cc(C3CC(c4ccco4)=NN3S(=O)(=O)c3ccccc3)c(Cl)nc12 (configuration not stated)
23. O=C(NC(Cc1ccccc1)C(=O)O)c1ccccc1 (configuration not stated)
24. COc1cccc(C2Nc3c(F)cc(Br)cc3C3C=CCC32)c1OC (configuration not stated)
25. Nc1nc(-c2ccc3c(c2)CCO3)cs1
26. COC(=O)CSc1nnc(-c2ccccc2OC)o1
27. COC(=O)Cn1c(C(=O)N2CCCC2)cc2c1C[C@H]1CN(C(=O)c3ccccc3)[C@@](Cc3ccc(F)cc3)(C(=O)OC)[C@@H]21
28. Cc1cccc(NC(=O)Nc2cccnc2)c1C
29. O=C(CCc1n[nH]c(=O)[nH]c1=O)N/N=C/c1ccco1
30. COc1cc(/C=N/NC(=O)C(N)=O)ccc1OC(=O)c1cccs1
assay / compound	21	22	23	24	25	26	27	28	29	30
OXTR agonist	-0.6	0.4	-0.2	1.2	0.1	-0.5	1.8	nt	0.6	-0.7
FID counter	-2	-1	-1	-1	-4	-4	-62	-1	-3	-5
PfM18AAP inh	8	3	-6	5	3	2	1	3	-2	5
GPR7 antagonist	-14	-17	2	-6	-10	-13	-9	-10	-3	11
NALP1 yeast inh	13	23	-13	31	4	6	19	9	17	-14
PHOSPHO1 inh	25	-6	-16	-5	57	-4	-9	42	-42	19
MEKK3 PB1 HTS	82	98	92	100	104	103	92	101	97	101
MEKK2 mut-MEK5	-15	0	0	-2	-6	8	7	2	-2	-1
MEKK2wt PB1 HTS	71	97	94	99	100	102	97	101	94	98

31. COCCn1c(N)c(C(=O)Nc2sc3c(c2C(=O)OC)CCCC3)c2nc3ccccc3nc21
32. Cc1cc(C)n(CC(=O)O)c(=O)c1[N+](=O)[O-]
33. CC(C)C(NC(=O)c1ccc2c(c1)OCO2)C(=O)N/N=C/c1cccs1 (configuration not stated)
34. CCOC(=O)C1CCCN(C(=O)c2sc3nc(-c4ccccc4)cn3c2C)C1 (configuration not stated)
35. CCOc1ccc(N(Cc2cc3ccc(C)cc3[nH]c2=O)S(=O)(=O)c2ccccc2)cc1
36. Cc1nc(SCC(=O)NCC2CCCO2)c2c3c(sc2n1)CCCC3 (configuration not stated)
37. O=C(Cn1c(O)c(/C=C2\C=Nc3ccc(Br)cc32)sc1=O)N1CCCC1
38. COc1c(Cl)cc(C(=O)NCc2ccco2)cc1Cl
39. Cc1ccccc1NS(=O)(=O)c1ccc(C(=O)NCC(c2ccccc2)N(C)C)cc1 (configuration not stated)
40. CCN1C(=O)N[C@H](c2ccc(Br)cc2)C(C(C)=O)=C1C
assay / compound	31	32	33	34	35	36	37	38	39	40
OXTR agonist	1.2	0.2	-2.2	2.2	-0.6	-1.2	3.8	-2.1	7.3	0.7
FID counter	-4	13	-3	-34	-32	-40	6	-5	19	-2
PfM18AAP inh	-3	1	-1	6	-5	-4	10	-2	-1	1
GPR7 antagonist	-21	-5	-3	0	-25	-8	2	10	9	-5
NALP1 yeast inh	9	-5	16	3	12	4	10	7	-15	22
PHOSPHO1 inh	-3	16	-21	9	35	2	40	10	13	8
MEKK3 PB1 HTS	98	117	88	108	97	99	nt	102	104	84
MEKK2 mut-MEK5	-1	2	-3	-2	-7	0	nt	3	12	2
MEKK2wt PB1 HTS	99	111	92	103	94	97	nt	101	112	88

41. Cc1nc2ncnn2c(N2CCN(C(=O)c3cccc(F)c3)CC2)c1Cc1ccccc1
42. CCCOCn1cc(F)c(=O)[nH]c1=O
43. COc1c(C)cc(C(=O)C2CCCN(S(=O)(=O)N(C)C)C2)cc1C (configuration not stated)
44. Cc1ccc(/C=C(\NC(=O)c2ccccc2)C(=O)OCc2ccccc2)cc1
45. CCOC(=O)C1=C(CC)Nc2ccccc2N=C1NC(=O)c1ccc(S(=O)(=O)N2CCCC2)cc1
46. O=C(Nc1cc([N+](=O)[O-])ccc1F)c1cccs1
47. CCCC1NC(=O)NC(C)=C1C(=O)OCC (configuration not stated)
48. CCC(=O)Nc1sc2c(c1C(=O)OC)CCN(Cc1ccccc1)C2
49. Cc1ccc(OCC(=O)N2c3ccccc3CC2C)c([N+](=O)[O-])n1 (configuration not stated)
50. CCc1ccc(OCCCC(=O)Nc2cccc(C(=O)O)c2)cc1
assay / compound	41	42	43	44	45	46	47	48	49	50
OXTR agonist	1.3	0.8	-1.1	-1.6	-1.9	-1.5	0.8	0.6	-0.9	-0.4
FID counter	-46	1	-30	-15	-20	0	7	-8	-2	-29
PfM18AAP inh	8	-13	-2	4	-4	2	-15	-5	2	-15
GPR7 antagonist	-2	-9	1	-3	3	7	-6	-8	-16	-10
NALP1 yeast inh	7	19	14	-10	-5	20	-7	19	-6	i
PHOSPHO1 inh	0	-5	8	-1	-11	-12	23	5	9	22
MEKK3 PB1 HTS	104	107	101	93	101	98	104	104	98	87
MEKK2 mut-MEK5	5	3	2	-2	-4	-2	5	2	-10	-14
MEKK2wt PB1 HTS	105	93	103	93	95	99	104	103	87	93

# Compounds from the list above that contain fluorine:
13. Cc1ccc(S(=O)(=O)CC(=O)N2CCN(c3cccc(C(F)(F)F)c3)CC2)cc1
16. Cc1ccc(CNC(=O)CS(=O)Cc2nc(-c3ccccc3F)oc2C)cc1 (configuration not stated)
24. COc1cccc(C2Nc3c(F)cc(Br)cc3C3C=CCC32)c1OC (configuration not stated)
27. COC(=O)Cn1c(C(=O)N2CCCC2)cc2c1C[C@H]1CN(C(=O)c3ccccc3)[C@@](Cc3ccc(F)cc3)(C(=O)OC)[C@@H]21
41. Cc1nc2ncnn2c(N2CCN(C(=O)c3cccc(F)c3)CC2)c1Cc1ccccc1
42. CCCOCn1cc(F)c(=O)[nH]c1=O
46. O=C(Nc1cc([N+](=O)[O-])ccc1F)c1cccs1
assay / compound	13	16	24	27	41	42	46
OXTR agonist	3.9	-0.5	1.2	1.8	1.3	0.8	-1.5
FID counter	-56	-59	-1	-62	-46	1	0
PfM18AAP inh	3	5	5	1	8	-13	2
GPR7 antagonist	-13	-21	-6	-9	-2	-9	7
NALP1 yeast inh	3	0	31	19	7	19	20
PHOSPHO1 inh	17	44	-5	-9	0	-5	-12
MEKK3 PB1 HTS	103	106	100	92	104	107	98
MEKK2 mut-MEK5	3	4	-2	7	5	3	-2
MEKK2wt PB1 HTS	99	109	99	97	105	93	99
